# Ins promoter up: MIN6 insulin promoter up-regulation. MIN6 insulin promoter-GFP reporter, high-content imaging; hits give high values. z-score at 5 µM. 190,000 compounds, 0.3% hits. AID 1625;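 active = z-score above 3 at 5 µM with at least 500 cells counted in the well; inconclusive = wells under 500 cells, flagged as cytotoxic or low count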
# Hep lipid drop: modulators of hepatic lipid droplet formation; 240,000 compounds, 0.4% hits; AML12 mouse hepatocytes, oleate lipid droplets, BODIPY imaging; inhibition, % at 6.5 µM;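 active = lipid droplet intensity inhibited by at least 50%, with more than 500 cells counted; inconclusive = wells with under 300 cells, treated as cytotoxic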
#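 Test system: AML12 mouse liver cells; schedule: overnight exposure; technique: high-content imaging of BODIPY-stained droplets and DAPI nuclei; read-out: % inhibition of corrected integrated BODIPY droplet signal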
# Autophagy HCS: autophagy modulation, high-content screen; MEF GFP-LC3 puncta imaging; test concentration mostly 10 µM; calls only at 10 µM (by protocol); 190,000 compounds, 0.98% hits; AID 463193;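 active = percentage of spot-positive cells more than 3 SD above its plate mean, without a fluorescence outlier flag or 80% toxicity; inconclusive = no clear call, values can overlap the other calls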;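 also: spot-positive cell cutoff set from DMSO-treated cells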
# P. falciparum M17LAP: P. falciparum M17LAP inhibitors, primary screen, biochemical, fluorogenic H-Leu-NHMec substrate, 1536-well (AID 1619) | 220,000 compounds, 0.38% hits | recombinant M17LAP, H-Leu-NHMec fluorogenic kinetic assay; higher % means a stronger effect | inhibition, % at 30 µM, or IC50 in µM where a hit was titrated;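 active = compound inhibiting the enzyme by more than half at any dose during confirmatory dose-response retesting; inconclusive = strong single-dose inhibitors picked by rank but not retested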;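 also: plate controls were full reaction with DMSO carrier for no effect and no enzyme background for full effect; strong numbers were not always called active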
# CSM14.1 death rescue: rescue of cells from ER stress-induced death, primary screen, 384-well, CSM14.1, thapsigargin, ATP luminescence (AID 1222); CSM14.1 thapsigargin-induced death rescue, ATP luminescence; higher % means a stronger effect; 190,000 tested, under 10 active; one-dose cellular ATP content (survival), % at 20 µM; EC50 in µM for titrated hits;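 active = EC50 below 50 µM in the dose-response confirmation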;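 also: death triggered by thapsigargin at about 15 µM added after 2 h compound pretreatment; cell ATP read after overnight thapsigargin exposure of roughly 18 to 22 hours; normalized against plate controls of thapsigargin alone and 5% DMSO vehicle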
# Dynein transport: blocks dynein driven cargo transport along microtubules. 3617.4 mouse cells, GR-EGFP nuclear translocation imaging; test concentration mostly 20 µM; stimulated with dexamethasone, 1 µM; hits give low values. z-score, hits read low. 220,000 compounds, 0.47% hits;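 active = plate z-score of nuclear minus cytoplasmic receptor signal below a set negative limit, without overly bright fluorescence or cell loss, cut at about -3.5 in these data, passing the limit was not always enough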;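 also: z-score of nuclear minus cytoplasmic ring GR-EGFP intensity difference per well; some compounds called inactive have numbers as strong as hits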
#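 Buffer or medium: tetracycline-free induction medium containing charcoal-stripped FBS / Reagent: dexamethasone agonist, 1.0 µM final, for 30 min / Technique: automated 10x imaging of fixed Hoechst-stained cells / Times: induction 48 h, compound 1 h, agonist 30 min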
# MT stabilizer: microtubule stabilization, imaging screen; HeLa tubulin immunostaining HCS, 24 h; share of cells brighter than vehicle mean+2SD; % tubulin-high responders, % at 10 µM; 200,000 compounds, 0.83% hits; AID 2205;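 active = plate Z-score above 3 for both tubulin-high and condensed-nucleus cell shares, with cell loss under 80%, at 10 µM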;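 also: anti alpha tubulin signal scored within the nucleus-defined area of each cell; some results filed as inactive read as strong as hits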
# Yfh1-depleted yeast: mitochondrial function rescue without frataxin homolog – Friedreich's ataxia, plus single-dose screen, dose response (AID 1465); S. cerevisiae Yfh1-off respiration, WST-1 reduction, 72 h; higher fold induction means a stronger effect; one-dose fold induction at 50 µM; EC50 in µM for titrated hits; 220,000 compounds, 0.074% hits;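 active = fold induction of absorbance versus untreated yeast above a set limit, then at least 30% activation at any dose in follow-up; inconclusive = repeats straddling the limit, or above it without dose testing; inactive = fold induction below the set limit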;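 also: activators that raise dye reduction in frataxin-depleted yeast; strong numbers were not always called active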
# M1AAP inhibition: P. falciparum M1AAP inhibitors, biochemical, fluorogenic H-Leu-NHMec substrate, 1536-well (AID 1445); recombinant M1AAP, H-Leu-NHMec fluorogenic kinetic assay; higher % means a stronger effect; inhibition, % at 30 µM; hits with a dose series show IC50 in µM; 220,000 compounds, 0.42% hits;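 active = primary inhibition above the hit cutoff, then over 50% inhibition at one or more dose response concentrations, cut at about 23% in these data, passing the limit was not always enough; inconclusive = conflicting primary data, or primary hits not chosen for dose response; inactive = low primary inhibition, or under 50% at every dose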;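 also: plate controls were DMSO full reaction for no effect and no enzyme background for full effect; strong numbers were not always called active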
# Dynein transport cytoplasmic EGFP: also measured in Dynein transport; calls as there; z-score; measured here: cytoplasmic GR-EGFP intensity; hits give high values
# Dynein transport nuclear GR-EGFP: second read-out of Dynein transport, no call of its own (marks repeat the call); z-score; measured here: nuclear GR-EGFP intensity;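 lower value marks the stronger effect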
# Dynein transport cell count: further read-out of Dynein transport, marked with its call; z-score; measured here: cell count per field
# Ins promoter up cell count: also measured in Ins promoter up; calls as there; cell count; measured here: cytotoxicity, nuclei count;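 total cells summed across four imaged fields per well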
# Hep lipid drop cells 6.5 µM: second read-out of Hep lipid drop, no call of its own (marks repeat the call); cell count; measured here: cell count, cytotoxicity flag;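 cells counted across two imaged fields per well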
# MT stabilizer Hoechst-high %: recorded beside MT stabilizer, whose call it bears; % Hoechst-high responders; measured here: nuclear condensation Hoechst responders;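 share of cells brighter than vehicle mean plus two SD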
# MT stabilizer cytotoxicity %: further read-out of MT stabilizer, marked with its call; toxicity, %; measured here: cytotoxicity by cell density;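 0% = mean cell density of plate MIN control wells and 100% = no cells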
# Autophagy HCS cell loss 18 h: second read-out of Autophagy HCS, no call of its own (marks repeat the call); toxicity, %; measured here: cell loss, nuclei count;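 cell loss after 18 h compound exposure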
# The depositor's hits bear a star; i = inactive; ? = inconclusive; . = no result given.
SMILES,Ins promoter up,Ins promoter up cell count,Hep lipid drop,Hep lipid drop cells 6.5 µM,Autophagy HCS,Autophagy HCS cell loss 18 h,P. falciparum M17LAP,CSM14.1 death rescue,Dynein transport,Dynein transport cytoplasmic EGFP,Dynein transport nuclear GR-EGFP,Dynein transport cell count,MT stabilizer,MT stabilizer Hoechst-high %,MT stabilizer cytotoxicity %,Yfh1-depleted yeast,M1AAP inhibition
Cc1ccc(C(=O)Nc2nc3ccccc3s2)s1,1.1,1207,6,772,i,-5,5%,-5.7%,-0.13,-0.25,0.52,0.058,1.8,2.5,4.3,.,3%
O=C(Nc1nc2ccccc2s1)c1ccc(N2CCCCC2)c([N+](=O)[O-])c1,-0.44,1341,12,530,i,-8,-5%,-2.3%,-0.61,-0.23,-0.45,0.17,3.8,4.2,7.3,i,1%
COc1cc(O)oc1C=Nc1ccc(C(=O)O)cc1,-0.49,1324,0,711,i,-5,6%,.,3.1,-0.2,1.8,-2.9,2.1,2.0,7.9,i,11%
O=C(Nc1nc2ccccc2[nH]1)C1CCN(S(=O)(=O)c2cccs2)CC1,.,.,-14,695,i,34,-3%,1.1%,1.2,0.041,0.88,0.37,1.6,1.3,4.9,i,-6%
COc1cc(C(=O)NCc2ccc3[nH]c(C)cc3c2)cc(OC)c1OC,0.04,1622,3,665,i,-2,22%,-1.0%,2.4,0.0075,0.9,-2.4,2.8,1.6,2.0,i,-4%
O=C(N[C@H]1CC1c1ccccc1)c1ccc([N+](=O)[O-])cc1 (some centres undefined),0.01,1093,7,730,.,.,-16%,.,0.92,-0.14,0.95,-1,.,.,.,i,3%
CCOC(=O)c1ccc(NC(=O)CN2C(=O)NC3(CCC(C)CC3)C2=O)cc1 (centres undefined),.,.,-6,691,i,-9,17%,-0.7%,-0.42,-0.18,-0.12,-0.29,1.9,1.8,6.0,i,6%
CCCCCNC(=O)c1ccc2c(=O)n(CC3CCCO3)c(=O)[nH]c2c1 (centres undefined),0.03,1471,.,.,i,-5,-6%,0.2%,-0.32,-0.22,-0.015,0.21,2.7,1.6,5.6,i,5%
O=C(COC(=O)/C=C/c1cn(-c2ccccc2)nc1-c1cccnc1)Nc1ccc(Cl)cc1Cl,1,1487,5,627,i,11,-1%,5.5%,1.7,-0.1,0.87,-0.36,5.7,2.3,6.4,i,3%
CCc1cccc(CC)c1NC(=O)Cn1c(-c2ccccc2Cl)nc2ccccc21,0.15,1213,-2,645,i,13,-13%,5.5%,-0.84,-0.25,-0.27,0.81,4.7,2.7,8.1,i,1%
CCOc1ccc(N(CC(=O)Nc2ccc(F)c(F)c2)S(=O)(=O)c2c(C)noc2C)cc1,0.5,1463,-15,588,i,15,6%,.,-0.13,-0.19,0.27,-0.11,3.3,3.2,7.5,i,12%
CC(C)(C)c1cc(N/C=C\c2nnnn2-c2ccc(Br)cc2)no1,.,.,-5,747,i,-5,8%,-2.9%,0.21,0.06,0.17,0.14,3.5,3.0,4.5,i,-5%
Cc1ccccc1OCC(=O)N1CCCc2ccccc21,-0.12,1225,-50,596,i,-12,0%,0.8%,-0.86,-0.3,-0.92,0.83,1.8,3.5,11,i,9%
COC(=O)C/C=C/[C@@H](C)[C@@H](/C=N/OC[C@H]1O[C@H](c2ccccc2)C=C[C@@H]1Oc1ccc(OC)cc1)NS(=O)(=O)c1ccc(C)cc1,-1.4,1246,-19,704,i,-33,15%,2.1%,-0.024,-0.2,0.29,0.31,3.4,1.5,13,.,-1%
COc1cccc(/C=N/NC(=O)c2cc(-c3cccn3C)n[nH]2)c1O,.,.,6,512,i,29,-8%,-1.3%,-0.25,-0.27,-0.15,0.22,7.5,2.2,25,i,9%
COc1ccc(C(=O)N/N=C/c2c(CO)cnc(C)c2O)cc1,-0.16,1374,-1,685,i,33,23%,0.2%,0.52,-0.27,0.13,-0.0093,4.3,1.8,0.2,i,15%
CCOC(=O)CSc1nccc(N(C)C)c1C#N,0.73,1175,.,.,i,-2,2%,-1.0%,-0.93,-0.21,-0.57,1,1.2,1.6,6.6,i,-1%
Cc1ccc(C(=O)Nc2cccc(S(=O)(=O)N3CCOCC3)c2)cc1[N+](=O)[O-],-0.32,1374,-4,695,.,.,7%,.,0.27,-0.25,0.21,0.73,.,.,.,i,2%
O=C(C1=C(O)C(=O)N(Cc2cccnc2)C1c1ccccn1)c1cccs1 (centres undefined),.,.,-4,565,i,-10,27%,-2.3%,-0.32,-0.19,-0.16,0.62,2.6,1.7,4.1,i,3%
C=CCn1c(SCC(=O)Nc2cc(C)ccc2C)nnc1-c1cnccn1,0.29,1193,.,.,i,-7,4%,-0.6%,-0.23,-0.29,0.092,0.28,5.7,3.7,8.5,i,11%
O=C(CSc1ncn[nH]1)c1ccc2c(c1)OCO2,-0.8,1238,4,700,i,0,?,-2.8%,-0.0018,-0.17,0.01,0.38,3.4,1.6,6.7,i,4%
Cc1cc(C)cc(-n2c(C)cc(/C=N/NC(=O)c3ccncc3)c2C)c1,-0.03,1365,4,703,i,16,1%,-0.5%,0.17,-0.2,0.36,0.23,3.4,3.8,6.3,i,5%
Cc1ccc(C(=O)Nc2ccc(C(=O)O)cc2)cc1S(=O)(=O)NCc1ccccc1,0.21,1208,3,728,i,6,21%,-1.3%,-0.45,-0.3,-0.41,0.22,4.8,1.4,5.5,i,12%
COc1cc(Cl)c(C)cc1NC(=O)Cn1c(NCCO)nc2ccccc21,2.3,1369,-4,745,.,.,-5%,.,-0.9,0.052,-0.58,1.4,.,.,.,i,4%
CCOC(=O)c1[nH]c(C)c(/C(O)=C2\C(=O)C(=O)N(CCCN3CCOCC3)C2c2cccs2)c1C (centres undefined),-0.04,1403,-6,720,.,.,0%,.,-0.014,-0.29,-0.033,0.54,.,.,.,i,15%
CCOC(=O)N1CCN(c2cc(C)nc3nc(C)nn23)CC1,-0.41,1134,5,697,i,14,2%,-0.9%,1.6,-0.17,1.2,-0.071,3.4,2.2,9.0,i,-5%
CCOC1Cc2ccccc2N(C(N)=O)c2ccccc21 (centres undefined),-0.14,883,-14,763,i,5,0%,-0.1%,1.7,0.12,0.75,-1.1,0.9,1.7,11,i,8%
COC(=O)c1sc2cc(=O)n(-c3cccc(C(F)(F)F)c3)nc2c1O,-0.62,1227,.,.,i,14,17%,-0.6%,-0.82,-0.26,-0.72,1.8,2.4,2.8,1.3,i,6%
O=C(CSc1ccccc1)NCc1cccnc1,-0.43,986,.,.,i,5,5%,-0.4%,-0.66,-0.42,-0.28,0.45,3.9,2.0,5.8,.,1%
O=C(Cc1ccc(Cl)cc1)NC(=S)Nc1ccccc1N1CCOCC1,0.47,1519,36,701,i,23,4%,2.1%,-0.098,-0.27,-0.17,0.12,2.6,2.3,17,i,6%
CCN1CCCC1CNC(=O)C(=O)NC (centres undefined),-0.85,1225,5,759,i,9,1%,0.4%,0.31,-0.27,0.29,-0.065,1.1,1.7,1.5,i,6%
O=C(CSCc1ccc(F)cc1)Nc1ccccc1,-0.09,1820,32,720,i,13,6%,0.0%,0.34,-0.17,-0.13,-0.92,2.1,1.5,6.4,i,2%
Cc1cc(C(F)(F)F)n2nc(-c3cnn(C)c3C(F)(F)F)cc2n1,0.12,1461,.,.,i,2,-3%,-3.9%,-0.26,-0.22,-0.27,0.24,1.5,1.5,0.8,i,-3%
COc1ccccc1NC(=O)Nc1cc(C(C)C)ccc1C,-0.28,1211,31,799,.,.,3%,.,0.071,-0.21,0.69,-0.54,.,.,.,i,1%
CC1=CC(C)(C)NC(=S)N1NC(=O)c1ccccc1Cl,0.01,954,-1,759,.,.,1%,.,1.9,-0.18,0.82,-1.7,.,.,.,i,3%
Cc1cc(S(=O)(=O)NC2CCCCC2)ccc1-n1cnnn1,1.6,1397,-1,711,i,3,-7%,-0.5%,0.92,-0.27,0.67,-0.48,5.0,1.2,6.5,i,0%
COc1cc(OC)c(C(=O)Nc2ncn[nH]2)cc1OC,.,.,.,.,i,-10,.,.,0.1,-0.23,-0.081,0.55,3.5,2.2,8.8,i,.
CCOC(=O)c1c(NC(=O)CSC2=NN3CCCC(=O)N=C3S2)sc2c1CCCCC2,0.18,1211,16,737,i,18,-8%,0.7%,0.12,-0.12,1,-0.2,3.2,2.1,7.1,.,-1%
COc1ccc(OCc2nnc(SCC(=O)N(C)Cc3ccccc3)n2N)cc1,-0.01,1160,-11,680,i,-3,8%,0.2%,0.76,-0.29,0.65,-0.72,5.6,3.9,11,i,4%
Cc1cccc(C(=O)Oc2ccccc2/C=N/NC(=O)c2ccc(NC(=O)C(C)(C)C)cc2)c1,.,.,-7,620,i,9,9%,6.2%,1.2,-0.25,0.65,-0.43,4.2,0.7,6.5,i,1%

# High-throughput results deposited in PubChem by several laboratories.
